# CXCR6 inh: CXCR6 receptor inhibitors, primary screen, cell-based, beta-arrestin, luminescence, CHO-K1 PathHunter, 1536-well; C-X-C chemokine receptor type 6 (Homo sapiens), O00574; inhibition, % at 20 µM; 360,000 tested, 0.36% active; in the data active = inhibition above about 34%, passing the limit was not always enough;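 note: antagonist mode with CXCL16 agonist at 10 nM final; 0% = 10 nM CXCL16 with DMSO and 100% = unstimulated wells without agonist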
# Target sequence (O00574 whole entry, looked up): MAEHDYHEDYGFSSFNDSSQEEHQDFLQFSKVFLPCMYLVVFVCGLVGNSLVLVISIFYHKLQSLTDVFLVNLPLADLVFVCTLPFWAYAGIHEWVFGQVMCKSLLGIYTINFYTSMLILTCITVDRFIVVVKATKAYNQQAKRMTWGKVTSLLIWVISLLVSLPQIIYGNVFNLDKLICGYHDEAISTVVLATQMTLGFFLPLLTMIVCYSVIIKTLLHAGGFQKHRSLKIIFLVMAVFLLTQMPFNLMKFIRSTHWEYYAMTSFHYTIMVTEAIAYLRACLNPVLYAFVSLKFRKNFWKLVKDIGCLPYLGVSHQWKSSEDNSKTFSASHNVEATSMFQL
# EBI2 block: EBI2 receptor antagonists, beta-arrestin recruitment, primary screen, cell-based, luminescence, 7a,25-OHC stimulation, uHTS; 360,000 tested, 0.81% active; 7a,25-OHC stimulated; inhibition, % at 5 µM; in the data active = inhibition above about 38%;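 note: enzyme fragment complementation signal reports receptor beta-arrestin coupling in cells; 0% = agonist plus DMSO wells and 100% = wells without agonist; some results beyond the cut were filed as inactive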
# Target sequence (P32249 whole entry, looked up, the tested form may be a part): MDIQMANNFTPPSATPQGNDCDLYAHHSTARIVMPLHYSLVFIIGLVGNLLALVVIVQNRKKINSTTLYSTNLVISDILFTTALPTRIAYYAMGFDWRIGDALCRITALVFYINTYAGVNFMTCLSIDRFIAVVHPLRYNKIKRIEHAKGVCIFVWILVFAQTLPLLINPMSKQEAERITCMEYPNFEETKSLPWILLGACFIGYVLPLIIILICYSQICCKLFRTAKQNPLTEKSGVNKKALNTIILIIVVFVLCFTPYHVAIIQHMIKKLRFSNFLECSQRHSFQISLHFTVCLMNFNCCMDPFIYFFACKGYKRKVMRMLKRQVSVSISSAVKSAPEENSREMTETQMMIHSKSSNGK
# 697 NFkB inh: inhibitors of PMA/ionomycin-induced NF-kB reporter, 697 cells, primary screen, B-cell NF-kB inhibitor project, cell-based, luminescence, uHTS. AID 435022, 2010. inhibition, % at 4 µM. 330,000 tested, 0.33% active. 697 B-cell NF-kB luciferase reporter, 16 h; in the data active = inhibition above about 35%
# Jurkat NFkB inh: inhibitors of induced NF-kB luciferase reporter, primary screen, TCR NF-kB activation inhibitor project, cell-based, luminescence, uHTS. Jurkat, PMA/ionomycin-induced NF-kB luciferase reporter. inhibition, % at 4 µM. 330,000 tested, 0.53% active; in the data active = inhibition above about 50%
# Mdm2-MdmX inh: inhibitors of human Mdm2-MdmX association, primary screen, cell-based, luminescence, split luciferase, SaOS-2, uHTS; SaOS-2 split-luciferase Mdm2/MdmX complementation; inhibition, % at 8 µM; Protein Mdm4 (Homo sapiens) + E3 ubiquitin-protein ligase Mdm2 (Homo sapiens), …; 330,000 tested, 3% active;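 active = inhibition of at least 50% at 8 µM in the primary screen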
# CHOP UPR activ: activators of apoptotic CHOP UPR arm, primary screen, cell-based, CHO-CHOP luciferase reporter, luminescence, uHTS; UPR activation; percent of tunicamycin response over DMSO baseline; activation, % at 10 µM; 330,000 tested, 0.34% active;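 active = at 10 µM dose, activation of 40% or more, normalized to positive control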;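 note: 100% = tunicamycin at 10 µg/mL and 0% = DMSO alone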
#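 Material: CHO-CHOP cells, stable luciferase reporter of PERK-eIF2a-CHOP signalling; quantity: 500 reporter cells seeded per well; buffer or medium: F12 medium containing 10% fetal bovine serum; compound: one dose, 10 µM in 0.5% DMSO; incubation: 6 h compound treatment, 37 °C; measured by: Steady-Glo luciferase luminescence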
# XBP1 UPR activ: activators of adaptive XBP1 UPR arm, primary screen, cell-based, CHO-XBP1 luciferase reporter, luminescence, uHTS; IRE1-XBP1 UPR activation; percent of tunicamycin response, DMSO as zero; activation, % at 20 µM; 330,000 tested, 0.33% active;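 active = versus positive control, 20 µM dose yields 30% or more activation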;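 note: 100% = tunicamycin at 10 µg/mL and 0% = DMSO only wells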
#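 incubation = overnight seeding at 37 °C, 6 h compound treatment at 37 °C | assay system = CHO-XBP1 cells stably carrying IRE1-XBP1-driven luciferase reporter | input = 1000 cells per well | detection = luciferase luminescence | dosing = single point, 20 µM final compound, 1% DMSO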
# CCR6 antag: CCR6 receptor antagonists, primary screen, cell-based, CHO-K1, luminescence, beta-arrestin, uHTS. AID 493098, 2011. C-C chemokine receptor type 6 (Homo sapiens), P51684. 340,000 tested, 0.49% active. inhibition, % at 20 µM. CHO-K1 CCR6 PathHunter beta-arrestin, CCL20-stimulated;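 active = compounds whose inhibition of the agonist-driven luminescence signal at 20 µM reaches about 50%, limit read from the data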;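 note: cells stimulated with CCL20 at 14 nM final; plate controls were DMSO with CCL20 for no effect and DMSO without agonist for full effect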
# Target sequence (P51684 whole entry, looked up): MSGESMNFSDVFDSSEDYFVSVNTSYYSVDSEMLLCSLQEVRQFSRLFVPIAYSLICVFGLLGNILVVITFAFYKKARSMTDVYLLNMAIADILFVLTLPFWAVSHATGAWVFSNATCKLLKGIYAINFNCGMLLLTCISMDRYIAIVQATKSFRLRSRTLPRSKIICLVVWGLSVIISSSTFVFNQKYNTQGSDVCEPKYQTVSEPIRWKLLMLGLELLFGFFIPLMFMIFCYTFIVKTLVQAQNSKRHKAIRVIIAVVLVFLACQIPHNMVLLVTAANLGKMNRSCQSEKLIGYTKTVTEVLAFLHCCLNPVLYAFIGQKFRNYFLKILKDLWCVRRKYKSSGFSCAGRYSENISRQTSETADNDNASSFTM
# Gli-Sufu antag: Gli-Sufu pathway antagonists, primary screen, luciferase luminescence, Sufu-KO-LIGHT cells, uHTS. Sufu-KO-LIGHT fibroblasts, Gli luciferase reporter luminescence. inhibition, % at 5 µM. 340,000 tested, 0.74% active. AID 588413, 2011;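 active = inhibition above about 55%, limit read from the data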;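 note: 0% = DMSO-treated cells and 100% = wells with medium but no cells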
# * marks the source's active call; other numbers are inactive results; . = no result given.
# Second line of a record – Gli-Sufu antag	CXCR6 inh	XBP1 UPR activ	EBI2 block	Mdm2-MdmX inh	CHOP UPR activ	CCR6 antag	Jurkat NFkB inh	697 NFkB inh
- O=C(CC(c1ccccc1)c1ccccc1O)N1CCCC1 (configuration not stated)
  -5	-4	1	-3	22	-5.6	-6	-18	21
- COc1ccc(NC(=O)CN(C)C(=O)Cc2ccc3c(c2)OCCO3)cc1
  -19	-1	-1	-10	9	0.3	13	2	-2
- CCOc1ccc(S(=O)(=O)NCCC(=O)OC(C)C(=O)N2CCc3ccccc32)cc1 (configuration not stated)
  5	-21	-2	-13	-11	0.1	3	18	-19
- COc1ccc(OC)c(CCNC(=O)c2ccc(NC3=NC4CS(=O)(=O)CC4S3)cc2)c1 (configuration not stated)
  -4	-13	2	-7	22	-3.1	4	-4	8
- C=C1[C@@H](O)[C@H](Cc2ccccc2)N(Cc2ccccc2Br)S1(=O)=O
  1	-8	.	17	.	.	-3	.	.
- COc1ccc(OC)c(NC(=O)CNC(=O)c2cccs2)c1
  2	7	0	0	-17	-3.3	13	15	6
- C=CCn1c(SCC(=O)N2CC(C)OC(C)C2)nnc1-c1ccncc1 (configuration not stated)
  -2	9	-2	-9	-5	-1.0	13	-9	3
- CCSc1nnc(NC(=O)c2ccc3ccccc3n2)s1
  -5	23	7	6	-25	2.7	38	-45	-113
- O=C(CCC1N=C2c3ccccc3N=C(SCc3ccc(Cl)cc3)N2C1=O)NCc1ccco1 (configuration not stated)
  15	-4	3	-15	-6	-0.5	7	-9	-43
- CCOc1ccccc1/C=C/c1onc(C)c1S(=O)(=O)N1CCC(C(=O)N(CC)CC)CC1
  19	16	-3	4	14	-0.5	4	-15	3
- COCCn1c(-c2ccc(NC(C)=O)cc2)nc2c1c(=O)[nH]c(=O)n2CC(C)C
  6	2	0	-1	5	1.3	2	-4	-32
- NNC(=O)C(=O)Nc1ccc(Cl)c(Cl)c1
  -24	-10	1	-11	20	1.3	5	0	10
- CN(C)N1C(N)=C(C#N)C(c2cccc(Cl)c2)C2=C1CCCC2=O (configuration not stated)
  -41	-3	3	-1	21	2.7	2	9	-7
- COC(=O)c1ccc(Cl)c(NC(=O)CN(c2ccc3c(c2)OCO3)S(C)(=O)=O)c1
  20	6	1	-28	-12	-0.8	5	-8	8
- CC1CCCCN1S(=O)(=O)c1ccc(NC(=O)c2cccs2)cc1 (configuration not stated)
  -4	-2	-4	16	19	0.2	9	6	-1
- CCC1CSC(Nc2ccc(C(=O)/C=C/c3ccc(Br)cc3)cc2)=N1 (configuration not stated)
  37	3	4	61*	59*	2.1	15	-3	-3
- O=[N+]([O-])c1cc(/C=N/N2CCN(Cc3ccccc3)CC2)ccc1Cl
  6	-2	-3	11	-22	2.0	13	-1	2
- C/C(=N/O)c1ccc2c(c1)OCCOCCOc1cc(/C(C)=N/O)ccc1OCCOCCO2
  14	8	0	-3	31	2.7	-1	15	-10
- COc1ccc(CN2C(=O)CCC2(C)C(=O)NC2CCCCCC2)cc1 (configuration not stated)
  3	12	2	4	16	-0.5	7	-13	8
- O=C1CCCN1C(=O)CCC(=O)N1CCCC1=O
  4	-2	0	-7	15	-1.4	13	3	9
- CC(=O)N(c1ccccc1)C1SC(=O)N(c2ccccc2)C1=O (configuration not stated)
  .	5	-4	-8	-20	-1.5	28	-4	-4
- Cc1cc([N+](=O)[O-])nn1CCCC(=O)NCc1ccccc1
  -9	2	1	-11	17	-0.4	3	8	1
- CC(=O)N1CCC2(CC1)C(C#N)=C(N)Oc1n[nH]c(C)c12
  6	0	1	-13	36	-0.7	-5	-3	5
- Cc1nc2nc(C)n(-c3ccccc3)c2s1
  13	4	2	-3	19	2.5	15	-18	-39
- O=C(COC(=O)c1cc(Cl)ccc1Cl)NCCN1C(=O)CSC1=O
  -18	9	0	0	-12	1.2	-4	-7	-4
- COc1ccc(C2=NOC(Cn3nc(C(=O)NCc4cccc(Br)c4)cc3-c3ccccc3)C2)cc1 (configuration not stated)
  12	-6	-4	27	17	4.1	-4	1	14
- Cc1ccc(-c2nc3ncccc3o2)cc1NC(=S)NC(=O)c1ccco1
  19	8	1	-1	2	0.9	24	-1	-3
- CCn1ncc([C@@H]2C[C@H]3CN(Cc4cccc(Cl)c4)C(=O)[C@]34CCCN24)c1C
  17	-4	-1	-1	19	-1.7	18	12	14
- O=C(COc1ccc(NS(=O)(=O)c2ccc(F)cc2)cc1)N1CCOCC1
  -2	3	-3	-4	12	0.3	17	-6	19
- CC1(C)Cc2c(cnn2-c2ccc(F)cc2)C(NC(=O)c2ccco2)C1 (configuration not stated)
  12	-4	-1	-1	1	1.7	1	8	-7

# Results in Gli-Sufu antag, EBI2 block and CXCR6 inh, for some of the entries so far:
mol	Gli-Sufu antag	EBI2 block	CXCR6 inh
Cc1ccc(-c2nc3ncccc3o2)cc1NC(=S)NC(=O)c1ccco1	19	-1	8
CCn1ncc([C@@H]2C[C@H]3CN(Cc4cccc(Cl)c4)C(=O)[C@]34CCCN24)c1C	17	-1	-4
Cc1cc([N+](=O)[O-])nn1CCCC(=O)NCc1ccccc1	-9	-11	2

# (cont.)
# Second line of a record – Gli-Sufu antag	CXCR6 inh	XBP1 UPR activ	EBI2 block	Mdm2-MdmX inh	CHOP UPR activ	CCR6 antag	Jurkat NFkB inh	697 NFkB inh
- O=C(NC1CCCCC1)C(c1ccco1)N(C(=O)c1csnn1)c1ccccc1 (configuration not stated)
  -35	10	1	4	-7	-1.4	2	4	16
- NC(=S)N/N=C/c1coc2ccc(F)cc2c1=O
  3	-7	-1	2	41	-2.7	-8	10	0
- CCOc1ccc(Nc2ncnc3ccc([N+](=O)[O-])cc23)cc1
  -14	-13	-2	1	69*	-0.8	-4	13	-57
- CC(=O)OCC(=O)N1N=C(c2ccc3ccccc3c2)CC1c1ccccc1 (configuration not stated)
  -28	3	7	-1	-23	13	1	-54	-39
- CN(CC(=O)N1CCCc2c1c(=O)oc1ccc(O)cc21)Cc1ccccc1
  4	-4	0	-6	-23	-2.8	7	-9	10
- C#CCOCCOCCOCCNc1nc(N2CCN(C(=O)C([C@@H](C)CC)n3cc(C(N)COC(=O)C(F)(F)F)nn3)CC2)nc(N2CCN(C(=O)C([C@@H](C)CC)n3cc(C(N)CC(C)C)nn3)CC2)n1 (some centres not stated)
  -8	.	-6	.	-9	-0.4	9	4	-9
- COc1ccc(C(CCN2CCN(c3ccccc3)CC2)c2c(O)cc(OC)cc2OC)cc1 (configuration not stated)
  2	6	1	13	8	1.1	3	24	8
- Cc1cc2oc(=O)cc(CN3CCN(C/C=C/c4ccccc4)CC3)c2cc1O
  .	-6	3	34	42	0.9	.	11	-13
- CCN(C(=O)COC(=O)CCC(=O)c1cccs1)c1c(N)n(Cc2ccccc2)c(=O)[nH]c1=O
  -8	3	-2	4	-3	0.8	2	16	0
- Oc1ccc2ccccc2c1CNc1ccc2ccccc2c1
  5	6	.	4	.	.	12	.	.
- CCOc1ccc(NC(=O)CN(C)C(=O)c2c(C)nn(Cc3ccccc3Cl)c2C)cc1OCC
  -3	-16	.	-6	.	.	6	.	.
- CC1CCN(C(=O)c2[nH]cnc2C(=O)Nc2ccon2)CC1
  -6	-4	-1	4	-13	0.7	-9	1	10
- COC(=O)c1ccc(CSc2nc3sc(C)c(C)c3c(=O)[nH]2)cc1
  3	-3	-5	-4	5	0.7	7	13	12
- CC1(C)C(=O)CC[C@]2(C)C3C(=O)C=C4[C@H]5C[C@@](C)(C(=O)O)CC[C@]5(C)CC[C@]4(C)[C@]3(C)CC[C@@H]12 (some centres not stated)
  -3	0	1	0	31	1.0	-12	4	8
- COC(=O)c1ccc(N=NNc2ccc(C(=O)OC)cc2)cc1
  -134	-2	0	-1	-36	4.1	1	-30	-170
- CC1CCC2(CC1)NC(=O)N(CC(=O)c1ccc[nH]1)C2=O (configuration not stated)
  -2	-4	-5	-9	19	-1.2	8	2	19
- CC1(OC(=O)c2cccs2)C(=O)C=C2C=C(c3ccsc3)OC=C2C1=O (configuration not stated)
  .	.	0	.	14	-1.1	.	5	16
- COc1ccc(/C=C/C(=O)NC(=S)NNC(=O)c2cc(OC)c(OC)c(OC)c2)cc1OC
  2	26	1	-4	3	-1.5	19	14	3
- CC(c1ccon1)N(C)C(=O)CCc1nnc(CCCCc2ccccc2)o1 (configuration not stated)
  6	-5	3	3	-9	3.5	-5	-7	5
- CN(C)S(=O)(=O)c1ccc(N2CCCC2)c(C(=O)Nc2ccc(F)cc2F)c1
  1	-6	-1	10	10	0.1	7	12	2
- O=C1CCC(C(=O)N2CCC(CO)(Cc3ccc(Cl)cc3)CC2)=NN1
  13	0	0	0	1	-1.3	4	-15	10
- CC(=NNC(=S)N1CCN(c2ccccn2)CC1)c1ccccn1
  9	-8	.	17	.	.	-2	.	.
- COc1cccc(CC2(CO)CCCN(Cc3cn(C)c4ccccc34)C2)c1 (configuration not stated)
  19	5	3	6	34	-4.0	-2	4	5
- CCOc1cc(N2CCOCC2)c(OCC)cc1NC(=O)COC(=O)COc1ccc(C#N)cc1
  0	5	-6	-11	23	1.4	2	-10	8
- COC(=O)N/N=C/c1cc(Cl)cc(Cl)c1OCc1ccc(F)cc1
  11	2	1	8	-1	1.5	1	-17	-25
- O=C(c1cccc([N+](=O)[O-])c1)N1CCN(c2n[nH]c(=O)[nH]c2=O)CC1
  4	-8	-3	-23	4	0.0	8	2	17
- COc1ccc(CC(=O)OCC(=O)Nc2ccc3c(c2)OCCO3)cc1OC
  0	1	-2	-31	17	-1.6	-2	-1	12
- Cc1cccc(C)c1NC(=O)c1cc(-c2ccccn2)nc2ccccc12
  -7	-7	-3	-2	16	-0.5	-4	7	15
- COc1cccc(-c2cc(C(=O)NCCCN3CCOCC3)no2)c1
  -3	-5	-3	4	-5	0.2	9	1	4
- O=C(O)Cn1cnc2c(=S)nc[nH]c21
  2	-1	-5	-5	-7	-1.6	1	9	0
- C=CCC(CC=C)(NC(=O)c1cccc(C)c1)c1ccccc1
  -12	7	-2	-2	-1	-1.1	3	-1	16
- COc1ccc(-c2cc(-c3cc(C)ccc3O)[nH]n2)cc1
  43	4	4	27	-63	6.5	5	77*	10
- COc1ccc(-c2ccc(CCC(=O)O)n2-c2ccccc2OC)cc1
  8	7	1	-4	36	-0.3	-3	30	-29
- Cc1ccc(C(=O)OCC(=O)Nc2cc(S(=O)(=O)N3CCOCC3)ccc2C)cc1
  -2	8	-3	1	24	-1.4	0	0	6
- O=C(Nc1ccc(F)cc1)C1CCCN1S(=O)(=O)c1cccc2nsnc12 (configuration not stated)
  -2	-3	-3	-13	-15	0.1	4	3	-1

# Compound activity: PubChem BioAssay, Sanford-Burnham Center for Chemical Genomics
